Source: PubChem
cardiac RTF act: cardiac RTF calcium sensitivity activators, primary screen, biochemical, IANBD-TnC fluorescence, EC20 calcium. AID 493008, 2010. 0.24% of 340,000 active. activation, % at 7.2 µM. IANBD-labeled TnC RTF fluorescence at EC20 calcium; 0% EC20 calcium, 100% full calcium. Troponin I, cardiac muscle (Homo sapiens) + Troponin T, cardiac muscle (Homo sapiens) + …;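 active = activation above the mean over all tested compounds plus 3 SD, cut at about 30% in these data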;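 note: rise in fluorescence read as greater calcium sensitivity of cardiac thin filaments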
C-LANA FP: inhibitors of KSHV C-LANA binding to DNA, primary screen, biochemical, fluorescence polarization, FAM-LBS DNA, MBP-C-LANA, single point; Kaposi's sarcoma herpesvirus LANA C-terminal domain (residues 932-1162) DNA binding; inhibition, % at 9 µM; AID 504423, 2011; 0.078% of 340,000 active;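 active = highest replicate inhibition at or above 60% at 9 µM, even if other replicates fall short; inactive = all replicates below 60% inhibition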;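 note: 0% = neutral control wells and 100% = 4 µM acridine orange control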
Cardiac RTF inh: cardiac RTF calcium sensitivity inhibitors, primary screen, biochemical, IANBD-TnC fluorescence, EC70 calcium | 0.12% of 340,000 active | IANBD-labeled cardiac RTF, Ca2+ fluorescence | inhibition, % at 7.15 µM | AID 493244, 2011;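 active = inhibition above the mean inhibition of all tested compounds plus 3 SD, cut at about 17% in these data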;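 note: assay run at fixed EC70 calcium of 1.6 mM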
HTR5A ag: HTR5A agonists in luminescence cell assay, primary screen, counter-screen for OPRM1-OPRD1 heterodimer agonist project, full-deck HTS | 5-hydroxytryptamine receptor 5A (Homo sapiens), P47898 | cell-based | activation, % at 9.3 µM | 0.61% of 340,000 active | AID 504692, 2011; in the data active = activation mostly above about 9.5%, no sharp cut-off; inactive = mostly below about 7.6%;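 note: 0% = cells with vehicle only and 100% = reference agonist; strong numbers were not always called active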
Keap1-Nrf2 PPI: Keap1-Nrf2 protein-protein interaction inhibitors, primary screen, biochemical, fluorescence polarization, single point. Kelch-like ECH-associated protein 1 (Homo sapiens), Q14145. Keap1 Kelch-Nrf2 peptide fluorescence polarization, 1536-well. inhibition, % at 9.4 µM. 0.15% of 340,000 active. AID 504523, 2011; in the data active = inhibition above about 12%;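 note: human Keap1 Kelch domain with fluorescein labeled Nrf2 9mer peptide probe; 0% = neutral control wells and 100% = peptide positive control; higher means more block of Keap1 binding to Nrf2 peptide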
OPRM1-OPRD1 ag: agonists of OPRM1-OPRD1 heterodimerization, primary screen, cell-based, luminescence. Mu-type opioid receptor (Homo sapiens) + Delta-type opioid receptor (Homo sapiens), …. cells. activation, % at 9.3 µM. 0.3% of 340,000 active; in the data active = activation above about 18%;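 note: 0% = vehicle-treated cells and 100% = reference agonist; values of inactives mirror those of a sister screen read the other way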
Target sequence (P35372 whole entry, looked up): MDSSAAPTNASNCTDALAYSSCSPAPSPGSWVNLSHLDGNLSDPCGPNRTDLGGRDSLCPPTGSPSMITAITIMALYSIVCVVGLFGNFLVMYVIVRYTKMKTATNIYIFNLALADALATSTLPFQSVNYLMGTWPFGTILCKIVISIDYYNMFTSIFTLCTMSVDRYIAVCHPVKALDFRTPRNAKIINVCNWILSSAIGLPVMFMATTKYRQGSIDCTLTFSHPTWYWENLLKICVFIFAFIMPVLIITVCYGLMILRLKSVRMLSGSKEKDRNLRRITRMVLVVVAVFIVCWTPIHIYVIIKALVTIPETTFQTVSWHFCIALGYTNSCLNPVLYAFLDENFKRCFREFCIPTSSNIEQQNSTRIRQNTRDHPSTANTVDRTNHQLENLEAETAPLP
Target sequence (P41143 whole entry, looked up): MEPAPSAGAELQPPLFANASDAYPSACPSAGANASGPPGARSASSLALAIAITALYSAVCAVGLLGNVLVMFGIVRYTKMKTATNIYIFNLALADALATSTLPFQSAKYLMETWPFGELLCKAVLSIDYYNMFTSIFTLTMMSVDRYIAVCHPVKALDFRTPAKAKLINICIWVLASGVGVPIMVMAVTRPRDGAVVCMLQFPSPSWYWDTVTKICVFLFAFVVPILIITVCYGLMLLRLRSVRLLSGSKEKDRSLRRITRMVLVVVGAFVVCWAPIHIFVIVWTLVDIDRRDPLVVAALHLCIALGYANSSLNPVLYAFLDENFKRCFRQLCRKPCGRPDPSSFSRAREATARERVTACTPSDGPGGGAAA
HTR5A inv ctr: HTR5A inverse agonists in luminescence cell assay, primary screen, counter-screen for OPRM1-OPRD1 heterodimer inverse agonist project, full-deck HTS. 5-hydroxytryptamine receptor 5A (Homo sapiens), P47898. HTR5A cell line, inverse agonism. inhibition, % at 9.3 µM. 0.083% of 340,000 active; in the data active = inhibition mostly above about 23%, no sharp cut-off; inactive = mostly below about 18%;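 note: 0% = cells with DMSO and 100% = no-cell wells with DMSO; some compounds called inactive have numbers as strong as hits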
OPRM1-OPRD1 inv: inverse agonists of MOR-DOR heterodimerization, primary screen, cell-based, luminescence. cell-based MOR-DOR heterodimer luminescence, inverse agonism. inhibition, % at 9.3 µM. 0.21% of 340,000 active. AID 504357, 2011; in the data active = inhibition above about 22%, passing the limit was not always enough;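 note: 0% = cells with DMSO and 100% = wells without cells with DMSO; values of inactives mirror those of a sister screen read the other way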
V-ATPase pHluor: regulators of yeast V-ATPase proton pumping, primary screen, pHLuorin cytosolic pH fluorescence | AID 504577, 2011 | S. cerevisiae | 0.37% of 350,000 active | response, % at 10 µM; in the data active = response mostly above about 7.3%, no sharp cut-off; inactive = mostly below about 5.4%; note: actives read high; inactives centre near 0; some compounds called inactive have numbers as strong as hits; reference of the scale not given here
CAL-PDZ inh HTS: untagged CAL PDZ binding inhibitors, primary screen, biochemical, fluorescence polarization, HTS; AID 602252, 2012; Golgi-associated PDZ and coiled-coil motif-containing protein (Homo sapiens), Q9HD26; purified CAL PDZ, TMR-peptide fluorescence polarization, 1 h; 0.92% of 300,000 active; inhibition, % at 24.9 µM;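 active = mean inhibition of at least 30% with at least half of replicates also reaching 30%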;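 note: 0% = DMSO neutral control and 100% = excess unlabeled competitor peptide PRC23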
Active calls of the source: *; nt = not tested or not shown.

smiles	cardiac RTF act	C-LANA FP	Cardiac RTF inh	HTR5A ag	Keap1-Nrf2 PPI	OPRM1-OPRD1 ag	HTR5A inv ctr	OPRM1-OPRD1 inv	V-ATPase pHluor	CAL-PDZ inh HTS
CC1CCN(S(=O)(=O)c2cn(C)c(=O)n(C)c2=O)CC1	5	0.6	-5	-3	-2	-1.2	10	7	-2	nt
CCCOc1ccc(-c2c(C(=O)N/N=C/c3ccncc3)nnn2-c2nonc2N)cc1	-3	-0.1	2	2	-3	-0.9	-8	5	6	-3
COC(=O)c1ccc(C(NC(=O)OCc2ccccc2)/C(F)=C/[C@@H](C)C(=O)O)cc1 (some centres not stated)	-6	1.3	3	7	6	-1.8	-19	11	7	0
COC(=O)C1=C(N)Oc2c(oc(CO)cc2=O)C1c1ccccc1F (configuration not stated)	-1	0.1	2	-3	-3	-2.8	7	14	3	-9
Cc1cc(=O)c(C(=O)O)c(C)n1-c1ccccc1	-1	2.5	-3	1	5	-1.5	-5	8	-5	-3
O=C(Nc1ccccc1)N1N=C(c2ccc(F)cc2)CC1c1ccc(F)cc1 (configuration not stated)	-4	-0.5	-6	2	-1	2.5	-4	-15	0	-4
Clc1ncnc2c1oc1ccccc12	-4	-1.4	-12	9	-6	5.0	-23	-31	-3	-2
CCn1c(SCC(=O)Nc2cc(C)on2)nnc1-c1ccccc1	-6	1.4	-2	2	1	-0.9	-31	5	-1	-9
O=C(Nc1ccc(CN2CCOCC2)cc1)c1cc2ccccn2n1	5	1.5	-4	0	-5	-1.2	-7	7	-4	nt
COc1ccc(C(CNC(=O)CNC(=O)c2cccc(C)c2)N2CCOCC2)cc1 (configuration not stated)	-1	1.9	-6	-6	4	0.3	14	-1	2	-5
COc1ccc(CC(=O)NN2C(=O)c3ccccc3C2=O)cc1	-4	3.2	-6	3	-1	-1.0	-11	5	8	0
COc1cc(C(=O)NNC(=O)CSc2nnc3ccccn23)cc(OC)c1OC	-6	-3.7	-1	1	-2	-5.7	-10	21	-6	-4
Cc1ccnc(NC(=O)c2ccc(COc3ccc(Cl)cc3)o2)c1	-5	-1.0	6	5	-1	0.1	12	0	-1	2
COCC(=O)Nc1nc2n(n1)C(c1ccccc1)CC(c1ccc(OC)cc1)N2 (configuration not stated)	-1	0.7	-5	2	4	-0.8	-27	4	3	-5
CC1CCc2c(sc(NC(=O)CSc3nnc(-c4ccccc4)o3)c2C#N)C1 (configuration not stated)	10	-0.9	13	-3	-3	-1.4	-6	6	-3	-1
CC(=O)N1CC=C2C(C#N)=C(N)C(C#N)(C#N)C(C)C2C1 (configuration not stated)	-2	2.7	-16	3	1	-2.9	-23	18	-5	-3
COc1cc(S(N)(=O)=O)c(OC)cc1N	2	0.2	-2	-1	-5	-4.2	5	21	-1	-2
COc1ccccc1N1CCN(CC(=O)N(CC(C)C)c2c(N)n(CC(C)C)c(=O)[nH]c2=O)CC1	-2	2.5	-12	5	0	-1.6	10	7	-3	9
O=S(=O)(Nc1ccc2c(c1)OCCO2)c1ccc(Br)s1	0	0.7	-2	1	5	0.0	-9	0	1	-6
COc1cccc(CNC(=O)CCN2C(=S)NC(C)(C)CC2C)c1 (configuration not stated)	0	0.3	8	5	1	-2.2	-13	11	-4	5
CCOc1ccc(NC(=O)c2cccc3c2C(=O)N(CCOC)C3)cc1	2	-1.0	7	-1	2	-2.8	22	16	-3	1
CCn1c(SCC(=O)c2ccccc2)nnc1-c1cnccn1	-1	-0.5	-1	1	-1	-2.3	12	12	-3	1
CCC(=O)c1c(CC)c2n3c1CC[C@H]3CCC2	7	1.4	1	-2	1	-3.1	5	17	1	-1
COC(=O)c1c(NC(=S)Nc2ccc(C(=O)N3CCOCC3)cc2)sc2c1CCC2	9	0.7	-7	-2	-2	-0.1	12	1	0	nt
CC(NC(=O)COC(=O)[C@@H]1CCCN1S(=O)(=O)c1ccccc1F)C12CC3CC(CC(C3)C1)C2 (some centres not stated)	0	-2.0	-2	2	-1	2.2	-7	-13	-4	-6
C/C(=N\NC(=S)NCCc1ccccc1)c1ccc(C)cc1	-12	-0.2	16	3	-2	1.4	-9	-8	0	2
Cc1ccc2oc(=O)c3cnn(CC(=O)N4CCN(c5ccccn5)CC4)c3c2c1	-1	1.0	-1	0	1	-1.4	-1	8	3	-2
COc1ccc(/C=C/C(=O)c2nc3ccccc3n2CC(=O)c2ccc(OC)cc2)cc1	18	-1.2	-6	2	-6	2.9	-7	-16	1	0
CCC(CC)c1nnc(NC(=O)C2CCN(C(=O)c3ccco3)CC2)s1	-3	0.3	-12	1	5	0.5	-3	-4	5	3
NC(=O)c1cc(S(=O)(=O)Nc2ccccc2)cs1	-7	-1.5	-3	-1	-2	-2.8	4	13	-2	6
COC(=O)C1=C2SC(C)C(=O)N2C(N)=C(C#N)C1c1ccc(OC)c(OC)c1 (configuration not stated)	6	2.0	-10	-2	-4	-1.8	-12	10	-3	-39
CCOc1ccccc1C(=O)Nc1nnc(SCC(=O)N2CCOCC2)s1	1	0.8	-9	-4	-6	-1.9	10	9	0	-5
CC(Cc1cccnc1)NC(=O)c1cc(COc2ccc(F)cc2Cl)on1 (configuration not stated)	6	0.7	-2	0	-5	-1.2	-4	6	4	-2
N#Cc1c(Nc2ccccc2Cl)s[nH]c1=O	7	-0.9	3	-1	-7	-1.8	8	9	-1	-1
COc1ccc(S(=O)(=O)NCCSCc2ccc(Cl)cc2)cc1NC(C)=O	3	-0.7	-4	-1	-1	-2.4	2	12	11	18
Cc1ccccc1N(CC(=O)Nc1ccccc1C(=O)NCc1ccco1)S(=O)(=O)c1ccccc1	1	-0.1	2	0	-3	-2.8	0	14	-1	-3
CC12CNCC(C)(CN(C3(O)C(=O)Nc4ccc(Br)cc43)C1)C2=O (configuration not stated)	6	0.4	2	-5	0	-4.0	12	21	1	-1
NNC(=O)c1csc(-c2ccccc2)n1	7	1.0	-2	7	-1	-1.9	-19	9	-1	-8
O=C(CCl)Nc1ccc(N2CCCCCC2)cc1	1	0.4	-2	8	-5	0.4	-23	-2	-1	-2
CCOC(=O)c1c(NC(=O)c2c(Br)cnn2CC)sc(C)c1C	-2	-0.5	-7	2	0	-2.6	-5	14	3	-1
CCOc1cccc(SCc2noc(C(=O)NCCOC)c2C(=O)O)c1	5	0.7	6	-4	0	-1.0	-41	5	-1	-8
CC(C)c1ccc(OCC(=O)Nc2ccc(S(=O)(=O)Nc3ccccn3)cc2)cc1	-1	0.8	-10	5	1	0.9	-13	-5	2	-6
Cn1c(CC(=O)Nc2ccccc2)nnc1SCC(=O)NC1CCCC1	-3	-0.4	14	-8	-8	-0.6	21	5	-5	nt
COC(=O)COc1ccc(Cl)cc1C1Nc2ccccc2C(=O)N1c1ccc(OC)cc1 (configuration not stated)	4	-0.2	-7	0	0	-0.8	-7	4	-2	-1
CC[C@H](C)[C@H](NC(N)=O)C(=O)Nc1ccc(S(=O)(=O)NC(C)C)cc1	8	-1.2	-16	2	0	-0.7	-8	4	3	-4
COC(=O)c1ccccc1NC(=O)c1ccc(COc2ccccc2)o1	2	1.1	-6	1	-3	-0.8	18	5	2	-5
O=C(COc1ccc2c(c1)OCO2)Nc1ccccc1F	0	0.8	-11	0	-2	-1.2	-1	6	7	-1
Cc1ccc(C)c(OCc2nc3ccccc3[nH]2)c1	3	-0.9	-9	-5	-4	-0.8	-5	4	1	-1
COc1ccc(OC)c(NC(=O)CSc2ccc3ccccc3c2)c1	-2	-2.8	-3	2	-6	1.0	16	-4	2	-3
O=C(CCCN1C(=O)C2CC=CCC2C1=O)Nc1ccccc1F (configuration not stated)	-1	1.9	-4	2	-2	-1.6	-8	11	4	-6
Cc1nnsc1NC(=O)OCc1ccccc1Cl	9	1.1	-12	-2	-2	-1.0	4	5	2	-2
O=C1CSC(=S)N1c1ccc(Cl)c(Cl)c1	-5	-0.3	-4	-5	1	-2.3	19	11	-2	-3
O=C(c1ccc(-c2ccc([N+](=O)[O-])cc2Cl)o1)N1CCOCC1	9	-0.7	-7	1	-7	-3.7	-12	18	2	-2
COc1ccc(-n2c(C)cc(C3=NNC(=NC4CC4)SC3)c2C)cc1	-3	-1.4	6	-3	1	0.7	6	-4	-3	3
N#CC1=C(N)Oc2n[nH]c(-c3ccccc3)c2C12C(=O)Nc1ccccc12 (configuration not stated)	-4	-0.2	6	4	1	1.9	-11	-11	5	3
C=CCO/N=C(/CCC)C1=C(N)CC(C)(C)CC1=O	4	3.1	-3	-1	-4	-1.9	10	9	3	7
Cc1cc(C(F)(F)F)nn1CC(=O)NCC1CCCO1 (configuration not stated)	6	-0.6	-4	2	0	-2.0	-11	10	-2	nt
CC(O)[C@H]1CNCCN1CCc1cccc2ccccc12 (some centres not stated)	-4	2.3	-10	3	2	-0.2	-8	1	4	0
Cc1ccc(CC(=O)N2CCN(S(=O)(=O)c3ccccc3)CC2)cc1C	-4	nt	-9	-1	nt	-1.6	3	8	1	-3
O=C(Nc1cccc(-c2ccc(N3CCCCC3)nn2)c1)c1ccc(Br)o1	-16	-0.8	-24	4	-3	1.9	17	-9	0	0
CN(C(=O)CC1C(=O)NCCN1Cc1cccc(F)c1F)C1CCOCC1 (configuration not stated)	1	1.5	-4	2	-3	-3.1	12	17	0	-5
CC(On1nnc2ccccc21)C(=O)N1CCN(Cc2ccccc2)CC1 (configuration not stated)	-3	1.2	2	0	-10	-0.5	8	3	-2	-4
C#CCOCCOCCOCCNc1nc(OC)nc(N2CCN(C(=O)[C@H](CCC(=O)O)n3cc(C(N)CO)nn3)CC2)n1 (some centres not stated)	-2	0.7	-8	-4	2	-0.4	-14	2	-6	-1

This is a random part of the collection; about 2.8% have a hit in one of these screens.
